PglD inh: C. jejuni PglD acetyltransferase inhibitors, primary screen, biochemical, DTNB colorimetric, single point | purified PglD enzyme, DTNB colorimetric CoA detection | inhibition, % at 12.5 µM | 360,000 compounds, 0.098% hits; in the data active = inhibition above about 16%, passing the limit was not always enough; note: strong numbers were not always called active
miR122 inh: miR-122 Renilla sensor signal increase in Huh7, primary screen, miR-122 inhibitor project, cell-based, single point, plate reader | 340,000 compounds, 0.3% hits | activation (reporter increase), % at 12.5 µM | Huh7 miR-122 Renilla luciferase sensor, 48 h; neutral wells = 0, positive control = 100;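 active = mean replicate activation score at least 90 and every replicate individually at or above 90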;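 note: higher luciferase means less miR-122 activity so hits act as miR-122 inhibitors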
FN deposition inh: inhibitors of fibronectin matrix deposition, primary screen, AH1F cells, Alexa488-fibronectin fluorescence, plate reader. AH1F fibroblasts, overnight. inhibition, % at 12.6 µM. 350,000 compounds, 0.086% hits. AID 743247, 2014;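 active = mean inhibition across replicates of 30% or more, regardless of how many single replicates reach that level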;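 note: positive control wells lacked labelled fibronectin entirely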
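Test system: AH1F fibroblast monolayer depositing Alexa488-labelled fibronectin into matrix. Input: 10000 cells per well. Technique: fluorescence, ex 485 nm, em 525 nm. Buffer or medium: DMEM plus 2% serum, read in PBS. Timing: 1 h cell adhesion before compound, then overnight fibronectin incubation. Compound: single dose, pinned. Read-out basis: inhibition from reduced deposited-fibronectin fluorescence.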
Cneo AK release: Cryptococcus neoformans cell lysis inducers, primary screen, AK release luminescence, single concentration; C. neoformans lysis, adenylate kinase release luminescence, 4 h; normalised: neutral wells 0, clomiphene wells 100; lysis activity, % at 15 µM; 360,000 compounds, 0.2% hits;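 active = mean lysis activity across replicates of at least 80%, whatever share of replicates individually reach that level; inactive = mean lysis activity below 80%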
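Material – log-phase Cryptococcus neoformans yeast cells · Input – 5 × 10^6 yeast cells/mL · Medium – fresh YPD growth medium · Doses – single compound concentration per well · Timing – static 4 h at 37 °C with compound, 1 h detection · Detection – adenylate kinase release luminescence · Read-out – signal increase indicating cell lysis · Control set – Clomiphene as positive lysis control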
CFTR F508del cor: F508del CFTR correction, initial screen, CFBE line, single point; CFBE cells, YFP halide quenching; stimulated with forskolin plus potentiator P3; % fluorescence drop versus neutral controls; activity (quench increase), % at 7.58 µM; 350,000 compounds, 0.36% hits;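 active = mean added fluorescence quench of at least 8% versus neutral control, with both replicates also reaching 8%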;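 note: cells transiently co-express mutant CFTR-F508del with the halide-sensitive YFP; corrector assay measuring rescue of mutant channel to the surface after 24 h compound exposure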
PGC1a acetyl inh: inhibitors of PGC1a acetylation signal, primary screen, cell-based, U2OS, AlphaScreen, inhibitor mode; AlphaScreen anti-acetyl-lysine; with virally co-expressed GCN5 acetyltransferase; inhibition, % at 15.6 µM; 350,000 compounds, 0.17% hits; AID 651687, 2012;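 active = every replicate shows inhibition of at least 40%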;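 note: 0% = neutral control wells and 100% = positive control wells; some results beyond the cut were filed as inactive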
GSIS activator: GLuc luminescence reporter in INS-1E cells, primary screen for activators of glucose-dependent secretion of insulin; activation, % at 16.6 µM; 370,000 compounds, 0.61% hits; INS-1E GLuc reporter insulin secretion, 2-3 h;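 active = lowest replicate activation of at least 40%, so every replicate reaches that level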;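 note: 0% = median of neutral control wells and 100% = median of IBMX positive control wells; some compounds called inactive have numbers as strong as hits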
Statin myotox sup: suppressors of statin myotoxicity in C2C12 myotubes, primary screen, cell-based, single point, plate reader; 330,000 compounds, 0.78% hits; AID 602340, 2012; C2C12 myotubes + simvastatin, ATP luminescence, 48 h; scaled: DMSO 0, geranylgeraniol control 100; rescue of ATP level, % at 7.49 µM;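 active = mean ATP rescue above about 67%, or every replicate alone reaching that limit, limit read from the data, passing the limit was not always enough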;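 note: myotubes were challenged with 10 µM simvastatin during compound exposure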
* = called active by the depositor; . = no result given; & = joins results of further samples; [ ] = remark or other dose.

SMILES | PglD inh | miR122 inh | FN deposition inh | Cneo AK release | CFTR F508del cor | PGC1a acetyl inh | GSIS activator | Statin myotox sup
CCC(C)(C)NC(=O)C(c1ccncc1)N(Cc1ccc(C)cc1)C(=O)c1csnn1 (stereo not drawn) | -3 | 19 | 1 | -12 | . | 1 | . | 0
CCC(C(=O)NCc1ccco1)n1nc(-c2ccc(OC)cc2)ccc1=O (stereo not drawn) | 1 | -2 | . | -1 | . | 6 | . | 5
Cc1ccc(NC(=O)C2CCN(S(=O)(=O)c3ccc4c(c3)OCCCO4)CC2)nc1 | -3 | . | -1 | 1 | 0.8 | . | 12 | -5
CO[C@@H]1CN(C)C(=O)c2cc(NC(=O)c3ccc4c(c3)OCO4)ccc2OC[C@@H](C)N(CCC(F)(F)F)C[C@H]1C | 2 | . | 3 | -2 | -5.7 | 15 | -8 | -2
COc1ccc(C(=O)Nc2sc(C)c(-c3ccccc3)c2C#N)cc1OC | -3 | 3 | -8 | 0 | . | -11 | . | 9
CCOc1ccc(C(=O)CC(Sc2ccc(C)cc2)C(=O)O)cc1 (stereo not drawn) | 8 | -6 | -5 | -3 | -3.7 | 9 | -6 | 5
COc1cccc(OCc2cc(C(=O)N3CCN(C)C(c4ccccc4)C3)no2)c1 (stereo not drawn) | -2 | 3 | . | -1 | . | -6 | . | 6
N#C[C@H]1[C@@H](c2ccc(C#CCC3CCCC3)cc2)[C@@H](CO)N1C(=O)c1ccccn1 | 1 | . | -3 | 111* | 0.1 | 0 | -6 | -252
O=C1c2ccccc2NC(c2ccc(-c3cccc(F)c3)o2)N1O (stereo not drawn) | 0 | -1 | 6 | 1 | -0.4 | . | -3 | -3
O=C1C(=O)N(Cc2cccs2)c2ccccc21 | -3 | 5 | -7 | -1 | -1.1 | 13 | 7 | -2
CN(CC(=O)Nc1ccccc1Sc1ccccc1)Cc1nc2ccccc2c(=O)[nH]1 | 0 | -1 | -1 | 0 | 1.4 | -3 | -5 | -2
COc1ccc2c3c([nH]c2c1)[C@H](CO)NCC31CCN(C(=O)c2ccccc2)CC1 | . | . | -1 | . | -2.1 | -1 | -15 | .
C[C@H](CO)N1C[C@H](C)[C@H](CN(C)C(=O)NC2CCCCC2)Oc2ncc(/C=C/c3ccccc3)cc2C1=O | 1&2 | -4[16.7 µM] | 4 | -11&-2 | 2.6&-0.7 | 2&7 | -34 | 11&21
Cn1nc(C(=O)NCC2COc3ccccc3O2)c2ccccc2c1=O (stereo not drawn) | -2 | . | 8 | -2 | 0.3 | . | . | 0
CCOc1cc(CNC2CCCC2)c(Cl)cc1OCC(=O)Nc1ccccc1 | . | . | -13 | . | 2.5 | -7 | 14 | .
CC1(C)C(=O)OC(c2cc(Br)ccc2O)C(C)(C)C1=O (stereo not drawn) | 2 | 4 | 7 | . | . | 7 | -24 | .
COc1ccc(-c2csc(NC(=S)NC(=O)c3ccco3)n2)cc1Br | 6 | . | 0 | -1 | -0.9 | 1 | 16 | -2
FC(F)(F)c1ccncc1-c1nnnn1-c1ccc(Cl)cc1 | -3 | -3 | -7 | -2 | 0.5 | . | 5 | 3
CCCCN1C(=O)N(c2ccc(Cl)cc2)C(C)(O)CC1(C)C (stereo not drawn) | -4 | 0 | -6 | 2 | -0.8 | -2 | 4 | -10
COC(=O)/C(NC(C)=O)=C(\C)c1ccc(Cl)cc1 | 3 | -2 | -11 | -4 | . | 1 | . | -1
Cc1ccc(S(=O)(=O)N(C)C[C@@H]2OCCCC[C@@H](C)Oc3ccc(NS(=O)(=O)c4cn(C)cn4)cc3C(=O)N([C@H](C)CO)C[C@@H]2C)cc1 | -2 | -7[16.7 µM] | -5 | -1 | -0.5 | 5 | 4 | .
CC(C)C(=O)Nc1ccc2c(c1)C(=O)N(C)[C@@H]1CC[C@H](CC(=O)NCc3ccccc3F)O[C@H]1CO2 | 1 | -27[16.7 µM] | 0 | -1 | -0.5 | -6 | 6 | -3
CCCN(CCC)CCCNc1ccc(C(=O)Nc2cccc(OC)c2)cc1[N+](=O)[O-] | -3 | -5 | 5 | 1 | -0.8 | . | -8 | -12
CCOc1ccc(NC(=S)Nc2ccccc2C2CC2)cc1 | . | -8 | . | . | -1.5 | 6 | 1 | -7
CCC(=O)N1CCc2cc(S(=O)(=O)NCCC(=O)N3CCN(Cc4ccccc4)CC3)ccc21 | 3 | 1 | -21 | 0 | . | . | . | 13
(further entries)
SMILES | PglD inh | miR122 inh | FN deposition inh | Cneo AK release | CFTR F508del cor | PGC1a acetyl inh | GSIS activator | Statin myotox sup
O=C(NCCC1=CCCCC1)c1c(O)nc2ccccn2c1=O | -1 | 4 | 5 | -1 | 1.1 | . | 1 | -1
Cc1noc(C)c1NC(=O)N1C[C@@H](O)COC[C@@H]2O[C@H](CC(=O)NCC3CCCCC3)CC[C@H]21 | -1 | -5[16.7 µM] | -3 | -3 | -1.0 | . | 6 | 1
O=C(CCc1nc2cccnc2n1Cc1ccccc1)N1CCOCC1 | 1 | 3 | -3 | 0 | . | -5 | . | .
COC(=O)c1nn(-c2ccccc2)c(Sc2ccccc2)c1/C=N/O | 7 | -1 | . | 1 | . | -18 | . | -15
CC(=O)Cc1nsc(Nc2ccc(C)cc2)n1 | 0 | -1 | -1 | -3 | 4.0 | . | -3 | 6
CS(=O)(=O)N1CC2(C1)[C@@H](c1ccccc1)[C@@H](CO)N2Cc1ccccc1 | . | . | 3 | . | 0.2 | 2 | 3 | .
COc1cc(/C=N\n2nnnc2N)ccc1OCc1ccc(F)cc1 | -8 | 1 | . | 1 | . | -34 | 63 | -27
Cc1cccc(CCNC(=O)C2CCN(S(=O)(=O)c3cccc4cccnc34)CC2)c1 | -7 | -4 | -11 | 0 | -0.9 | 5 | -20 | -13
CCCc1nc2ccc(NC(=O)NCCC(=O)OCC)cc2c(=O)n1Cc1cccc(Cl)c1 | -9 | -8 | . | -1 | . | 10 | . | 12
Cc1ccc(S(=O)(=O)NCCc2cc3ccc(C)c(C)c3[nH]c2=O)cc1 | 0 | . | 21 | -1 | 0.1 | . | -4 | 3
Cc1ccc(S(=O)(=O)Nc2cccc3c2O[C@H](CN(C)S(=O)(=O)c2ccc(F)cc2)[C@@H](C)CN([C@@H](C)CO)C3=O)cc1 | -3 | -9[16.7 µM] | . | -1 | -3.2 | -5 | 12 | 5
CC(=O)NCCn1c(SCc2ccccc2F)nc2ccccc2c1=O | -1 | -12 | -22 | . | . | -3 | 1 | 21
O=C(C[C@H]1C[C@H]2c3cc(NC(=O)c4cccnc4)ccc3O[C@H]2[C@@H](CO)O1)NCc1ccccn1 | 0 | -1[16.7 µM] | . | 9 | -0.8 | -9 | 13 | 1
O=C(CCc1ccc(S(=O)(=O)N2CCOCC2)cc1)Nc1ccc2ccccc2c1 | 0 | -10 | 9 | 1 | . | . | . | -9
N#CC1=C(SCC(N)=O)NC2=C(C(=O)c3ccccc32)C1c1ccc(Cl)cc1 (stereo not drawn) | 4 | 4 | -9 | 0 | . | -2 | . | .
CN(C)C(=S)SCC(=O)NCc1ccc(F)cc1 | . | 5 | -2 | . | 1.8 | -2 | 9 | -1
COc1ccc(/C=N/NC(=O)c2ccc(N(C)S(=O)(=O)c3ccccc3)cc2)c(OC)c1 | 1 | 0 | -1 | 0 | -2.9 | 8 | -1 | -3
CC1CCCC(C)N1CCCNC(=O)c1cc2c(=O)n(C)c3ccccc3c2n1C (stereo not drawn) | 2 | 1 | 5 | -3 | 5.0 | -4 | -3 | 13
Cc1cccnc1NC(=O)CCc1c[nH]c2ccccc12 | -2 | -3 | 0 | 3 | -4.1 | . | -22 | -2
CCN1C(=O)N[C@@H](c2cccc(F)c2)C(C(C)=O)=C1C | 0 | -6 | -11 | 3 | 3.0 | 9 | 12 | 7
Nc1ccc(-c2cc3ccccc3c(=O)o2)cc1 | -2 | -6 | -3 | 2 | -1.5 | 1 | 6 | 4
Nc1ccc(C(=O)OC2CCOC2=O)cc1[N+](=O)[O-] (stereo not drawn) | 3 | -5 | . | -1 | . | 0 | 33 | .
COc1ccc(NC(=O)CSCCc2ccccn2)cc1OC | -1 | -2 | -10 | 2 | -0.2 | -5 | 21 | 5
CCOC(=O)N1CCN(C(=O)C2CCC(CNS(=O)(=O)c3ccccc3)CC2)CC1 (stereo not drawn) | 0 | -6 | . | 1 | . | 0 | . | -9
Cc1ccnc(NC(=O)c2ccoc2C)c1 | -5 | -4 | . | 1 | . | 3 | 6 | -23
CC(C)=CCN1CCN(Cc2c[nH]c3ccccc23)CC1CCO (stereo not drawn) | 0 | 2 | 4 | -1 | -0.9 | 1 | 0 | 4
COc1ccc(CCCNC(=O)C2Cc3c(-c4ccc(NC(C)=O)cc4)ccnc3O2)cc1 (stereo not drawn) | 1 | 9 | 7 | -2 | -1.5 | -8 | -14 | 0
C[C@H]1CN([C@@H](C)CO)C(=O)c2cc(NS(=O)(=O)c3ccc(F)cc3)ccc2O[C@H]1CN(C)Cc1ccc(Cl)c(Cl)c1 | -3 | -4[16.7 µM] | -10 | 2 | 3.8 | -1 | -33 | 35

Copied from the listing (two entries):
SMILES | PglD inh | miR122 inh | FN deposition inh | Cneo AK release | CFTR F508del cor | PGC1a acetyl inh | GSIS activator | Statin myotox sup
Nc1ccc(C(=O)OC2CCOC2=O)cc1[N+](=O)[O-] (stereo not drawn) | 3 | -5 | . | -1 | . | 0 | 33 | .
COc1ccc(NC(=O)CSCCc2ccccn2)cc1OC | -1 | -2 | -10 | 2 | -0.2 | -5 | 21 | 5

Of the compounds above, these have an aryl methoxy group:
SMILES | PglD inh | miR122 inh | FN deposition inh | Cneo AK release | CFTR F508del cor | PGC1a acetyl inh | GSIS activator | Statin myotox sup
CCC(C(=O)NCc1ccco1)n1nc(-c2ccc(OC)cc2)ccc1=O (stereo not drawn) | 1 | -2 | . | -1 | . | 6 | . | 5
COc1ccc(C(=O)Nc2sc(C)c(-c3ccccc3)c2C#N)cc1OC | -3 | 3 | -8 | 0 | . | -11 | . | 9
COc1cccc(OCc2cc(C(=O)N3CCN(C)C(c4ccccc4)C3)no2)c1 (stereo not drawn) | -2 | 3 | . | -1 | . | -6 | . | 6
COc1ccc2c3c([nH]c2c1)[C@H](CO)NCC31CCN(C(=O)c2ccccc2)CC1 | . | . | -1 | . | -2.1 | -1 | -15 | .
COc1ccc(-c2csc(NC(=S)NC(=O)c3ccco3)n2)cc1Br | 6 | . | 0 | -1 | -0.9 | 1 | 16 | -2
CCCN(CCC)CCCNc1ccc(C(=O)Nc2cccc(OC)c2)cc1[N+](=O)[O-] | -3 | -5 | 5 | 1 | -0.8 | . | -8 | -12
COc1cc(/C=N\n2nnnc2N)ccc1OCc1ccc(F)cc1 | -8 | 1 | . | 1 | . | -34 | 63 | -27
COc1ccc(/C=N/NC(=O)c2ccc(N(C)S(=O)(=O)c3ccccc3)cc2)c(OC)c1 | 1 | 0 | -1 | 0 | -2.9 | 8 | -1 | -3
COc1ccc(NC(=O)CSCCc2ccccn2)cc1OC | -1 | -2 | -10 | 2 | -0.2 | -5 | 21 | 5
COc1ccc(CCCNC(=O)C2Cc3c(-c4ccc(NC(C)=O)cc4)ccnc3O2)cc1 (stereo not drawn) | 1 | 9 | 7 | -2 | -1.5 | -8 | -14 | 0

Assay outcomes (PubChem BioAssay)

Rows are unselected. Share with any hit: about 2.1%.
